GLS inh = glutaminase GLS (human) inhibition | GLS enzymatic activity, qHTS titration | Potency, µM (highest dose often 45.5 µM), without a hit: at the highest dose activity change, negative = inhibition, actives largely listed as inhibitors | 410,000 tested, 0.21% active; further: on the % scale 0 is the no-effect control and ±100 the full control effect
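Human kidney-isoform GLS in 45 mM KH2PO4 pH 8.2, 0.02% Tween-20, with compound, started with 1mM L-Glutamine (added stock). Glutamate oxidase/HRP/Amplex red coupled fluorescence read at start and after 30 min at RT.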
TrxR1 inh = inhibitors of rat thioredoxin reductase 1. O89049. recombinant rTrxR1, NADPH fluorescence consumption, selenite substrate. Potency, µM (highest dose often 114 µM), for inactives: top-dose activity change, negative = inhibition, most hits filed as inhibitors. 390,000 tested, 1% active. AID 588453; further: on the % scale 0 is the no-effect control and ±100 the full control effect; nearly all actives have a fitted effect of over 65% in size
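Rat TrxR1 (90 nM in the dispensed reagent) was pre-reduced with 400 uM NADPH for 5 min at room temperature, then incubated with compound for 15 min. After 400 uM selenite was added, NADPH fluorescence (Ex 340/Em 450 nm) was followed for 8 min.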
HP1b chromo inh = HP1-beta chromodomain-methylated histone interaction inhibition; 390,000 tested, 0.56% active; AlphaScreen HP1-beta / biotin-H3K9me3 peptide binding; Potency, µM (highest dose often 114 µM), for inactives: at the top dose activity change, negative = inhibition, usual class: inhibitors; P83916; AID 540317; further: nearly all actives have a fitted effect of over 70% in size; inactives centre near 23
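HP1-beta protein (50 nM final) preincubated 30 min at room temperature with biotinylated H3(1-18)K9me3 peptide (50 nM) in PBS pH 7.4, 0.01% Tween-20, then compound added for 30 min. AlphaScreen streptavidin donor/nickel chelate acceptor beads (10 ug/mL final), 30 min dark, luminescence read.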
ALOX12 inh = blocks human arachidonate 12S-lipoxygenase. AID 1671190. Potency, µM (highest dose often 108 µM), for inactives: at the top dose activity change, negative = inhibition, usual class: inhibitors. P18054. 580,000 tested, 1.1% active. purified 12hLO, xylenol orange hydroperoxide absorbance; further: on the % scale 0 is the no-effect control and ±100 the full control effect
Target sequence (P18054 whole entry, looked up): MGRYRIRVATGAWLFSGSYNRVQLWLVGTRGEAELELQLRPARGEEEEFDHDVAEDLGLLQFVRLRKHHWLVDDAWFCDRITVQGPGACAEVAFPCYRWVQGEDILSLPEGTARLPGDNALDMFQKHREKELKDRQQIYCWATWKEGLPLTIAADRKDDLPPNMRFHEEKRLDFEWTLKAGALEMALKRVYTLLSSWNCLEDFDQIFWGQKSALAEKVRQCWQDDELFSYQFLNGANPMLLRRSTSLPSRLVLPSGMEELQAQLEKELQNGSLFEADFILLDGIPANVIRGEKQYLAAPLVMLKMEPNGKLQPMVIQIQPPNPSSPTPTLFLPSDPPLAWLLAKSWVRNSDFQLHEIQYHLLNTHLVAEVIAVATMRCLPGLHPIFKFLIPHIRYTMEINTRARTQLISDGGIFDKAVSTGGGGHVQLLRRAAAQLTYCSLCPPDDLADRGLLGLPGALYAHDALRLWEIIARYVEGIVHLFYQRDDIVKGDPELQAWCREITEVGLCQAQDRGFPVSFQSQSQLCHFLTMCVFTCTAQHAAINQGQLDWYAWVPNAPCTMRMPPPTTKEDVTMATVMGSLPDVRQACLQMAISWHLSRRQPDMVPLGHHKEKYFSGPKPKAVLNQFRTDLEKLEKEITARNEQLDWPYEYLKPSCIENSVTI
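Hydroperoxide product was detected by ferrous iron/xylenol orange as the 573 to 405 nm absorbance ratio. Arachidonic acid at 40 uM (final) was turned over for 30 min at room temperature by 150 nM human 12hLO, pH 7.0 Hepes buffer, after 15 min compound preincubation.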
PGK inhibitor = inhibitors of T. brucei phosphoglycerate kinase. AID 602233. 380,000 tested, 0.043% active. Potency, µM (doses to about 57.5 µM), for the others: at the top dose activity change, negative = inhibition, hits mostly inhibitors. PGK/GAPDH coupled, Kinase-Glo luminescence, 60 min; further: on the % scale 0 is the no-effect control and ±100 the full control effect; nearly all actives have a fitted effect of over 60% in size
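Recombinant glycosomal PGK reaction used 1,3-bisphosphoglycerate generated in-well by GAPDH (100nM final) in 100mM TEA pH 7.6, 5mM MgCl2, 0.01% Tween-20. After 60 minutes at room temperature, ATP was read by Kinase-Glo Plus luminescence end-point.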
ERG-DNA inh = blocks human ERG Ets domain binding to DNA | P11308 | AID 624246 | Potency, µM (series often up to 76.9 µM), for the others: top-dose FP activity, negative = inhibition, usual class: inhibitors | 370,000 tested, 0.028% active | fluorescence polarization, His-ERG Ets domain / labelled DNA; active means well fitted inhibition curve with a large enough effect in the polarisation, with a control signal flat; inconclusive means small, poorly fitted or top-dose-only effect, or effect the other way, or a change in a side signal; inactive means no such curve, though single readings can be large or run the other way; the % refers to the polarisation;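 further: polarization taken with two DNA probes labelled with fluorescein and Texas red; % of control where 0% means no effect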
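His-tagged ERG Ets domain (1 uM in the protein solution; 300mM KCl, 50mM Tris-HCl, 1mM EDTA, 1mM DTT, pH 7.5) received compound, then a probe mix of 5 nM fluorescein-DNA and 100nM Texas-615-DNA. Fluorescence polarization was read for both dyes.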
RGS4 inhibitor = human RGS4 inhibition | Transcreener GDP fluorescence polarization, RGS4-accelerated GTP hydrolysis | Potency, µM (highest dose often 114 µM), inactives show top-dose activity change, negative = inhibition, hits mostly inhibitors | AID 504845 | 390,000 tested, 0.039% active | P49798; further: on the % scale 0 is the no-effect control and ±100 the full control effect; nearly all actives have a fitted effect of over 75% in size; some results filed as inactive show a strong effect at the top dose
Target sequence (P49798 whole entry, looked up): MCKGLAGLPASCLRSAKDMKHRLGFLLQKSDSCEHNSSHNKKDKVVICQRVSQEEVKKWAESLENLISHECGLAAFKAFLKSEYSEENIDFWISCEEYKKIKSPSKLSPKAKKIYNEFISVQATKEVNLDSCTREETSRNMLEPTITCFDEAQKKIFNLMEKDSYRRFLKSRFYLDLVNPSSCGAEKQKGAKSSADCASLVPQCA
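MLSMR compounds (23 nl, pin-transferred) preincubated 10 min at room temperature with a 500nM (2x) first reagent, then RGS4 at 900nM (2x) plus Transcreener GDP mix added; fluorescence polarization (620/688 nm) read before and after 90 min at 30 °C.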
JMJD2A Tudor inh = blocks the human JMJD2A Tudor domain; O75164; AlphaScreen JMJD2A-Tudor / H3K4me3 peptide binding; Potency, µM (doses to about 114 µM), inactives show at the highest dose activity change, negative = inhibition, most hits filed as inhibitors; 390,000 tested, 4.4% active; AID 504339; further: on the % scale 0 is the no-effect control and ±100 the full control effect; nearly all actives have a fitted effect of over 50% in size
Pin1 inh = human Pin1 inhibition; Potency, µM (titrated, usually from 115 µM), for inactives: at the top dose activity, negative = inhibition, actives largely listed as inhibitors; AID 504891; 390,000 tested, 0.009% active; Q13526; Pin1 FP peptide displacement, HiFluor488, 10 min; active means well fitted inhibition curve with a large enough effect in the polarisation, with a control signal flat, not every such curve was filed as active; inconclusive means small, poorly fitted or top-dose-only effect, or effect the other way, or a change in a side signal; inactive means no such curve, though single readings can be large or run the other way; the % refers to the polarisation; further: on the % scale 0 is the no-effect control and ±100 the full control effect
Target sequence (Q13526 whole entry, looked up): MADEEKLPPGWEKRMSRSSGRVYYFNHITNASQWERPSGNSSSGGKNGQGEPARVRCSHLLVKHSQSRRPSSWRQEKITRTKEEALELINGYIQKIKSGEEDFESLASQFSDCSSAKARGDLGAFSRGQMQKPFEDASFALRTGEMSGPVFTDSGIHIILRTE
Numbers without * were called inactive; i = inactive; ? = inconclusive; / = not tested or not shown; [ ] = dose if it differs, or a comment. Unless noted, the call rests on the fitted dose curve; in most records, active means well fitted curve in the direction sought with a large enough effect; inconclusive means small, poorly fitted or top-dose-only effect, or another doubt; inactive means no such curve, though single readings can be large; an effect the other way counts as inactive or inconclusive. Potency means the concentration at half of the fitted maximal effect. Not all compounds are listed, so the mix of outcomes need not match the whole.

SMILES	GLS inh	TrxR1 inh	HP1b chromo inh	ALOX12 inh	PGK inhibitor	ERG-DNA inh	RGS4 inhibitor	JMJD2A Tudor inh	Pin1 inh
CCC(=O)Nc1ccc(C(=O)N/N=C/c2cccnc2)cc1	2%	-9%[57.1 µM]	16%	0%	-11%	-1%	-22%	-18%	1%
Cc1ccc(S(=O)(=O)NC(C)C(c2cccs2)N2CCOCC2)cc1 (stereo not given)	1%	6%[57.1 µM]	16%	10%	-8%	10%	-2%	-19%	-2%
Nc1ccc(Cl)c(S(=O)(=O)Nc2ccccc2Cl)c1	-15%	21%[57.1 µM]	?	1%	i	-1%	-21%	-4%	0%
CCn1c(NC(C)=O)nc2ccccc21	6%	-7%	9%	?	-5%	-1%	-18%	40µM*	-3%
O=C(O)/C=C/C(=O)c1c(-c2ccccc2)[nH]c2ccccc12	-1%	45µM*	36%	8%	i	10%	-47%	-28%	-2%
Cc1cccn2c(=O)c3cc(C(=O)NCc4ccco4)c(=N)n(CCOCCO)c3nc12	-17%	4%	-5%	/	-6%	4%	?	-32%	-5%
Cc1ccc(C)c(N2CCN(C(=O)CCc3nc(-c4ccccc4F)no3)CC2)c1	1%	14%	23%	6%	-1%	-9%	11%	-10%	9%
COc1ccc(-c2nc3nc(N)nn3cc2C)cc1F	3%	-7%[57.1 µM]	19%	5%	5%	-11%	27%	-2%	0%
Cc1ccc(-n2c(C)cc(C(=O)CN3C(=O)C(=O)N(C4CCCC4)C3=O)c2C)cc1	0%	18%[57.1 µM]	-23%	9%	-1%	-7%	?	32µM*	15%
O=C(CCC(=O)OCCCC(F)(F)C(F)(F)F)NC1CCCCC1	6%	-3%	27%	8%	-8%	3%	15%	-2%	-4%
CCCC(=O)Nc1nnc(S(=O)(=O)N(CC)c2ccccc2)s1	-2%	21%	34%	-8%	-6%	8%	-13%	7%	-6%
Cc1cc(Cl)ccc1OCCCC(=O)N1CCCCC1	4%	27%[57.1 µM]	44%[activator]	0%	-10%	13%	-12%	18%	-3%
CCc1ccc(S(=O)(=O)Nc2c(NC3CCCCC3)c3ccccc3oc2=O)cc1	36%[activator]	26%	25%	/	11%	-8%	-3%	-8%	?
C[C@@]12C(=O)N(Cc3ccc(-c4ccccc4)cc3)CC(=O)N1[C@H](/C=C/c1ccccc1)[C@@H]1C(=O)N(c3ccccc3)C(=O)[C@@H]12	-1%	6%	26%	5%	i	17%	4%	-18%	1%
Cc1nc2cccnc2n1-c1cccc(C(=O)NCc2cccc(Cl)c2)c1	5%	-13%	10%	-19%	-4%	1%	16%	-8%	2%
CC(C)COc1ccc(C(=O)OCCN2CCOCC2)cc1	1%	28%	10%	-17%	0%	9%	?	-1%	4%
C/C(N)=C(/C#N)C(=O)COC(=O)CCS(=O)(=O)c1ccccc1	2%	-8%	18%	-19%	-11%	-2%	-21%	-9%	-3%
COCCn1c(SCc2ccc(F)cc2)nc2ccccc2c1=O	-9%	38%	146%[activator]	5%	-5%	0%	-27%	81%[activator]	5%
FC(F)(F)c1cccc(NC(=S)N2CCCC2)c1	0%	7%[57.1 µM]	28%	/	?	6%	-23%	-5%	4%
Cc1cccc(-c2ncc(CN3CCN(CC(C)C)C(CCO)C3)cn2)c1 (stereo not given)	-13%	14%[57.1 µM]	11%	23%	-9%	3%	14%	18µM*	-3%
COc1cc(/C=N/NC(=O)C2CCN(CC(O)COCc3ccccc3)CC2)cc(OC)c1OC (stereo not given)	-4%	8%[57.1 µM]	27%	-2%	-7%	4%	-18%	-5%	-10%
O=C(Nc1cccnc1)c1ccc(COc2ccccc2Br)cc1	0%	8%	47%[activator]	?	-2%	-13%	-3%	-21%	13%
CCN(Cc1ccccc1OC)CC1CCCN(CCc2cccc(OC)c2)C1 (stereo not given)	-4%	-11%	37%	?	2%	-13%	-5%	-16%	1%
Cc1cccc(N2CCN(C(=O)c3cccc(N4C(=O)C5C6C=CC(C6)C5C4=O)c3)CC2C)c1 (stereo not given)	4%	14%	22%	0%	-1%	10%	-5%	-24%	6%
Cc1nc(Nc2ccccc2)sc1C(=O)c1ccccc1	-3%	15%	39%	235%[activator]	-1%	-1%	5%	-3%	-6%
CCN(Cc1ccncc1)Cc1c(O)ccc2ccccc12	-29%	5µM*	?	?	-2%	-3%	-22%	79µM*	-23%
Cc1cc(F)ccc1NC(=O)c1sc2nc(-c3cccs3)ccc2c1N	-7%	14%	51%[activator]	-20%	i	6%	-19%	4%	?
O=C(NNC(=S)Nc1ccccc1)c1cc(Br)ccc1Cl	-24%	-23%	3%	i	1%	3%	-16%	-24%	0%
Oc1ccccc1CN1CCCN(Cc2ccccc2O)C1	47%[activator]	-3%	30%	0%	-4%	0%	13%	-8%	-5%
COC(=O)c1c(-c2ccccc2)csc1NC(=O)c1c(-c2ccccc2)noc1C	0%	7%	-11%	?	2%	3%	-14%	-4%	?
O=C(NCc1n[nH]c(=S)n1-c1ccc(Cl)c(Cl)c1)c1ccco1	12%	-21%	18%	?	0%	9%	-30%	50µM*	4%
CC(C)c1nc2c([nH]1)c(=O)n(C)c(=O)n2C	-5%	9%	33%[activator]	-7%	-2%	-1%	-8%	11%	-7%
CC(=O)Nc1c(Nc2ccccc2)c2ccccc2oc1=O	0%	-6%[57.1 µM]	36%	0%	3%	0%	14%	-7%	1%
COCCn1c(=O)[nH]c2cc(C(=O)NCCc3ccc(S(N)(=O)=O)cc3)ccc2c1=O	4%	10%[57.1 µM]	-2%	-8%	-10%	-1%	-4%	-12%	0%
O=C(COC(=O)c1cccs1)NCCCc1ccccc1	4%	9%[57.1 µM]	26%	-1%	1%	5%	-4%	12%	-2%
CCOC(=O)Cc1c(Sc2ccccc2)c2cc(C)ccc2n1C	0%	11%	97%[activator]	6%	-8%	-5%	-23%	63%[activator]	2%
C=CCn1c(SCc2nc3ccccc3c(=O)[nH]2)nc2ccccc2c1=O	8%	23%	23%	454%[activator]	-5%	-18%	-8%	-16%	?
Cc1ccccc1N1C(=O)C2C3C=CC(C2C1=O)N(C)C3=O (stereo not given)	-34%	-8%	38%[activator]	0%	2%	-2%	9%	1%	-10%
COc1ccc(CCNC(=O)Nc2cc(F)c(F)cc2Cl)cc1OC	-1%	16%	51%[activator]	?	-2%	-21%	17%	0%	2%
Cc1ccc(NS(=O)(=O)N2CCCCC2)cc1	3%	7%	25%	-18%	-5%	5%	-18%	-2%	2%
CSc1ccccc1NC(=S)Nc1cccc(C(F)(F)F)c1	-2%	?	29%	39%	-6%	3%	-31%	1%	?
Nc1c(C(=O)N/N=C/c2ccc([N+](=O)[O-])cc2)sc2nnc(-c3ccccc3)c(-c3ccccc3)c12	2%	25%	16%	/	i	12%	-9%	-9%	8%
Cn1c(SCC(=O)NCc2ccc3c(c2)OCO3)nnc1-c1c[nH]c2ccccc12	-4%	10%	18%	-13%	-7%	9%	-25%	-14%	2%
COc1ccc(S(=O)(=O)NCCc2cn3ccsc3n2)cc1	4%	13%[57.1 µM]	14%[57 µM]	-18%	8%	8%	21%	-9%	0%
CCCCCCOC(=O)Cc1c(C)nc(-c2ccccc2)[nH]c1=O	11%	-1%	25%	0%	-4%	16%	32%	-6%	-2%
CC(C)(C)OC(=O)N1CCC(N2CCN(Cc3ccccc3)C(=O)C2=O)CC1	-5%	-9%[57.1 µM]	42%[activator]	-4%	i	2%	11%	-4%	-10%
CN1C(=O)C2(Nc3ccccc3-c3nc4ccccc4n32)c2ccccc21 (stereo not given)	-2%	-1%	21%	-9%	-2%	-2%	-29%	-15%	-6%
COc1ccc(CNC(=O)C2CCN(c3nc(OC)nc(OC)n3)CC2)cc1	-6%	18%	26%	12%	2%[11.5 µM]	/	-1%	-10%	-6%
Nc1c(N(Cc2ccccc2)C(=O)COc2cccc(Cl)c2)c(=O)[nH]c(=O)n1Cc1ccccc1	4%	18%[57.1 µM]	50%[activator]	-24%	5%	1%	-25%	3%	6%
Cc1ccccc1NC(=O)Nc1nnc(CC(=O)NCc2ccccc2)s1	1%	38%	19%	10%	-9%	0%	-13%	-6%	?

Ordered by length of the SMILES (rising): some entries from above
SMILES	GLS inh	TrxR1 inh	HP1b chromo inh	ALOX12 inh	PGK inhibitor	ERG-DNA inh	RGS4 inhibitor	JMJD2A Tudor inh	Pin1 inh
Cn1c(SCC(=O)NCc2ccc3c(c2)OCO3)nnc1-c1c[nH]c2ccccc12	-4%	10%	18%	-13%	-7%	9%	-25%	-14%	2%
Nc1c(N(Cc2ccccc2)C(=O)COc2cccc(Cl)c2)c(=O)[nH]c(=O)n1Cc1ccccc1	4%	18%[57.1 µM]	50%[activator]	-24%	5%	1%	-25%	3%	6%
Nc1c(C(=O)N/N=C/c2ccc([N+](=O)[O-])cc2)sc2nnc(-c3ccccc3)c(-c3ccccc3)c12	2%	25%	16%	/	i	12%	-9%	-9%	8%

Screening data as filed in PubChem BioAssay.
